Screening data as filed in PubChem.
Anesthetic bind = qHTS Assay for Identification of Novel General Anesthetics; Ferritin light chain (Equus caballus), P02791; apoferritin/1-aminoanthracene competitive binding, fluorescence; Potency, µM (top dose mostly 77.5 µM), for inactives: top-dose activity change, negative = displacement, most hits filed as inhibitors; actives 0.074% (n = 350,000); AID 485281, 2010; also: potency is read from the fitted curve at half-maximal effect; % is scaled to controls: 0 for no effect and ±100 for the full control effect; nearly all actives have a fitted effect of over 20% in size
Target sequence (P02791 2-175 limits assumed): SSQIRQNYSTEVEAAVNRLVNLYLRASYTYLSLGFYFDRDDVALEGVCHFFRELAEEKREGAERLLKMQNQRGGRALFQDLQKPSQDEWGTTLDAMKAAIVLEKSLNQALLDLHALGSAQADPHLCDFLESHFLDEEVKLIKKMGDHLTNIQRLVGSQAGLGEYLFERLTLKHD
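Apoferritin-based anesthetic binding model; compound displacement of fluorescent 1-AMA measured as endpoint fluorescence after 10 minutes at room temperature, scaled to free-ligand and complex controls.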
D1 potentiator = Potentiators of Human D1 Dopamine Receptor: qHTS | actives 0.036% (n = 360,000) | D(1A) dopamine receptor (Homo sapiens), P21728 | potentiation, % at 10 µM | AID 504651, 2011 | HEK293 TREx D1 cells, calcium flux, dopamine EC20 potentiation; in the data active = potentiation above about 30%; also: 0% is about no effect
Target sequence (P21728 whole entry, looked up): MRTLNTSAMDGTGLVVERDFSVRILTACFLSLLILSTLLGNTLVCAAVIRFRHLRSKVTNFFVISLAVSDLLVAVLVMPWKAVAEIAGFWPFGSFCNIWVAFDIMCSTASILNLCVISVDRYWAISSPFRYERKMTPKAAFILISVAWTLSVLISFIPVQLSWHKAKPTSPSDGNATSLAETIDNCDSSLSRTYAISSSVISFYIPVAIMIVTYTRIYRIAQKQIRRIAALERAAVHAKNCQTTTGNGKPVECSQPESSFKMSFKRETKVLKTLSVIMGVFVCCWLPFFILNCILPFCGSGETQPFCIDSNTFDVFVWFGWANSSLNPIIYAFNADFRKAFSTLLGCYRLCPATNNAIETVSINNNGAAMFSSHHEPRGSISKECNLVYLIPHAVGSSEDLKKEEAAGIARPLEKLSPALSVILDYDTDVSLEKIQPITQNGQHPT
TRHR ag = qHTS for Small Molecule Agonists and Allosteric Enhancers of Human TRH Receptor: Primary Screen for Agonists; actives 0.18% (n = 360,000); Thyrotropin-releasing hormone receptor (Homo sapiens), P34981; activation, % at 2 µM; AID 493084, 2011; TRHR cells, calcium flux fluo-8, FDSS agonist mode; in the data active = activation above about 30%; also: 0% is about no effect
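Read-out: compound-evoked intracellular calcium rise in TRHR cells, fluo-8 dye, kinetic FDSS fluorescence at 1 s/cycle following a 10-cycle baseline. Cells cultured overnight before dye loading (30 min–1.5 h, RT).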
RXFP1 ag = qHTS Assay for Agonists of the Relaxin Receptor RXFP1; Potency, µM (doses to about 57.5 µM), inactives show at the top dose activation, hits mostly activators; HEK293T-RXFP1 cAMP TR-FRET, 30 min; response scale: percent of porcine relaxin response, buffer zero; actives 0.3% (n = 370,000); also: potency is read from the fitted curve at half-maximal effect; % is scaled to controls: 0 for no effect and ±100 for the full control effect; nearly all actives have a fitted effect of over 60% in size; many of its hits are not listed in these tables
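HEK293 cells stably expressing RXFP1, treated 30 min at 37C with compounds plus PDE4 inhibitor Ro 20174; cAMP measured by HTRF TR-FRET. Normalized to buffer and 29 nM porcine relaxin; EC50 by Hill fit.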
D1 agonist = Allosteric Agonists of the Human D1 Dopamine Receptor: qHTS. D(1A) dopamine receptor (Homo sapiens), P21728. HEK293 T-REx D1 cells, calcium flux, agonist mode. activation, % at 2 µM. actives 1% (n = 360,000). AID 504660, 2011; in the data active = activation above about 30%; also: 0% is about no effect
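Agonism was scored from calcium flux recorded over 180 s (1 read/s) after pintool compound addition, following a 10-cycle baseline. Cells were inducible force-coupled HEK293 TREx D1, plated overnight at 30 C and loaded with no-wash calcium dye.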
D2 potentiator = HTS Assay for Positive Allosteric Modulators of the Human D2 Dopamine Receptor: Primary Screen for Potentiators | D(2) dopamine receptor (Homo sapiens), P14416 | HEK293 T-REx D2, calcium flux, EC20 dopamine potentiation | potentiation, % at 10 µM | actives 0.34% (n = 340,000) | AID 485347, 2010;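 active = potentiation over 3 SD above the plate norm, cut at about 30% in these data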; also: 0% is about no effect
Target sequence (P14416 whole entry, looked up): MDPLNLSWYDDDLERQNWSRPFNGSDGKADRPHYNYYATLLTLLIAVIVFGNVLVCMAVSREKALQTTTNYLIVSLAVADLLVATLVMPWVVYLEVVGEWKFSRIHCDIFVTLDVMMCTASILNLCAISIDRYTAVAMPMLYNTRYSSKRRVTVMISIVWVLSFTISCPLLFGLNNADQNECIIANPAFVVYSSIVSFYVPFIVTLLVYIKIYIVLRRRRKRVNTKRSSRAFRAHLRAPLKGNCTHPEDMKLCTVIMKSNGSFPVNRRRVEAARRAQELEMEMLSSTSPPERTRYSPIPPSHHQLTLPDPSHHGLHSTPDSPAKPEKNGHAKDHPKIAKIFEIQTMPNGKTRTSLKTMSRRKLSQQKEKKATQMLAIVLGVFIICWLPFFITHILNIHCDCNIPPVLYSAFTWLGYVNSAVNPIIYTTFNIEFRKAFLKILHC
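Tetracycline-induced Hek293 Trex D2 cells, force-coupled to calcium, loaded with no-wash calcium dye. Compound added with 180 s kinetic read for agonism, then EC20 dopamine and a further 180 s read for potentiation.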
TRHR enhancer = qHTS for Small Molecule Agonists and Allosteric Enhancers of Human TRH Receptor: Primary Screen for Enhancers; Thyrotropin-releasing hormone receptor (Homo sapiens), P34981; TRHR cells, fluo-8 calcium fluorescence, EC20 TRH enhancement; enhancement, % at 2 µM; actives 0.66% (n = 360,000); in the data active = enhancement above about 30%; also: 0% is about no effect
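Enhancer read-out: after compound pinning and an initial kinetic agonist-mode read, an EC20 of TRH (10 nM final) was injected and fluo-8 calcium signal (Ex 480/Em 530) followed at 1 s/cycle for 100 cycles in TRHR-expressing cells.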
RXFP1 antag = qHTS Assay for Antagonists of the Relaxin Receptor RXFP1 | HEK293-RXFP1, relaxin-stimulated cAMP HTRF, 30 min; stronger effect = lower value | actives 0.59% (n = 350,000) | activity change, negative = inhibition, % at 57.5 µM | Relaxin receptor 1 (Homo sapiens), Q9HBX9;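 active = activity change of -60% or lower, but not beyond a set lower limit; inconclusive = change between -60% and -40%, or beyond the set limit; inactive = change above -40%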; also: % is scaled to controls: 0 for no effect and ±100 for the full control effect
D1 antagonist = Antagonist of Human D 1 Dopamine Receptor: qHTS; D(1A) dopamine receptor (Homo sapiens), P21728; HEK293 TREx D1 cells, calcium flux, dopamine EC80; stronger effect = lower value; activity change, negative = inhibition, % at 10 µM; actives 3.2% (n = 360,000); AID 504652, 2011; in the data active = activity change below about -30%; also: % is scaled to controls: 0 for no effect and ±100 for the full control effect
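Tetracycline-induced HEK293 Trex D1 cells, force-coupled to calcium, dye-loaded; compounds added and read 180 s, then EC80 dopamine added and calcium flux tracked kinetically another 180 s.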
Starred values were filed as active, the others as inactive; ? = inconclusive; . = not tested or not shown; & = joins results of further samples; [ ] = dose if it differs, or a comment. Unless noted, calls follow the shape of the dose curve; as a rule, active = well fitted curve in the direction sought with a large enough effect; inconclusive = small, poorly fitted or top-dose-only effect, or another doubt; inactive = no such curve, though single readings can be large; an effect the other way counts as inactive or inconclusive.

SMILES | Anesthetic bind | D1 potentiator | TRHR ag | RXFP1 ag | D1 agonist | D2 potentiator | TRHR enhancer | RXFP1 antag | D1 antagonist
CC(=O)NCCn1c(SCC(=O)Nc2ccc(C)cc2)nc2ccccc2c1=O | -4%&0% | -7&3 | -0.3&-0.1 | 1.9%&1.3% | 2&-1 | -11 | -1&-3 | 16&-6 | -19&1
c1ccc(C2Nc3cccc4cccc(c34)N2)cc1 | -1% | -5 | 0.3 | -0.9% | 3 | 15 | 2 | . | -12
C#CCOCCOCCOCCNc1nc(N2CCN(C(=O)[C@H](Cc3cc4ccccc4[nH]3)n3cc([C@@H](N)CC(C)C)nn3)CC2)nc(N2CCN(C(=O)[C@H](Cc3cc4ccccc4[nH]3)n3cc([C@@H](N)CC(C)C)nn3)CC2)n1 | -6% | 7 | 1.2 | -2.1% | -2 | -2 | 0 | . | -3
O=C(CCN1CCCCO1)N1CCCC(Nc2ccc(F)c(F)c2)C1 (stereo not drawn) | -6% | 4 | -0.2 | -3.8% | 2 | -12 | -6 | 0 | -12
Cc1cccc(NC(=S)N(Cc2ccco2)C(C)c2cccs2)c1 (stereo not drawn) | -8% | -5 | 0.0 | -2.1% | 1 | . | -1 | 2 | -20
CC1(c2nnc(-c3ccc(F)cc3)o2)CC(c2ccc(Cl)cc2)=NO1 (stereo not drawn) | -8% | -2 | 0.4 | 0.4% | 7 | 1 | -2 | . | -3
CCOC(=O)N1CCc2c(sc(NC(=O)Cc3ccccc3)c2C(=O)c2ccc(OC)cc2)C1 | 6% | 0 | -0.4 | 0.4% | 1 | 2 | -3 | 4 | -1
CC1CCN(C(=O)c2cc(-c3cccc(Cl)c3)on2)CC1 | -14% | 1 | -0.5 | 2.3% | -1 | 4 | -1 | -23 | 3
Cc1ccccc1NC(=O)C1CCN(C(=O)N2CCOc3ccccc32)CC1 | -7% | -2 | -0.1 | 0.9% | 1 | 11 | -1 | -3 | 24
COc1cccc(NC(=O)COC(=O)c2c(C)noc2C)c1 | . | -7 | 0.1 | 1.0% | 3 | 4 | -4 | -1 | -9
O=c1oc2cc(OCCO)ccc2c2c1CCCC2 | -7% | 2 | -0.1 | -0.7% | 3 | -12 | -1 | 0 | 5
Cc1cc(NC(=O)C(C)SCC(=O)N(C)CC(=O)Nc2ccc(F)cc2)no1 (stereo not drawn) | . | -5 | 0.1 | -0.6% | 1 | 11 | -2 | -7 | -6
Cc1cccc(OCC(=O)Nc2cc(C)on2)c1 | -10% | 4 | 0.3 | -0.5% | 0 | 11 | 1 | 15 | 6
O=C(COC(=O)c1ccc2ncsc2c1)Nc1cc([N+](=O)[O-])ccc1Cl | . | -7 | 0.1 | 3.9% | 1 | 8 | -3 | -1 | -4
CCc1cccc2cc3c(N)c(C(=O)Nc4ccc(S(=O)(=O)N5CCCC5)cc4)sc3nc12 | 3% | 0 | 23 | 8.0% | 60* | -4 | -3 | -3 | 12
CN(C(=O)CN1CCN(c2ccc([N+](=O)[O-])cn2)CC1)c1ccccc1 | -11% | -5 | 2.4 | -1.7% | 3 | -1 | -14 | 3 | 5
Cc1cc(C)cc(NC(=O)CSc2nnc(Cn3c(=O)sc4ccccc43)n2C)c1 | -5% | -2 | -0.9 | 1.1% | 1 | -13 | -2 | . | -4
O=C(Nc1ccccc1)c1ccc(-c2ccccc2)s1 | -5% | -2 | 0.7 | 13% | 51* | -2 | 1 | ? | -12
O=C(CSc1nc2ccc(Cl)cc2[nH]1)NC1CCCC1 | 10% | 1 | 0.2 | -0.3% | 4 | -2 | -7 | -3 | 19
CN(CCc1ccccn1)c1ccc([N+](=O)[O-])cn1 | 6% | 0 | 0.2 | 2.7% | 0 | -11 | -10 | -1 | -14

A few values from the list.
Reading of Cc1cc(C)cc(NC(=O)CSc2nnc(Cn3c(=O)sc4ccccc43)n2C)c1 in TRHR ag: -0.9
Reading of Cc1cc(NC(=O)C(C)SCC(=O)N(C)CC(=O)Nc2ccc(F)cc2)no1 (stereo not drawn) in D2 potentiator: 11
Reading of CN(C(=O)CN1CCN(c2ccc([N+](=O)[O-])cn2)CC1)c1ccccc1 in D1 potentiator: -5

(listing goes on)
SMILES | Anesthetic bind | D1 potentiator | TRHR ag | RXFP1 ag | D1 agonist | D2 potentiator | TRHR enhancer | RXFP1 antag | D1 antagonist
O=C(NN1C(=O)C2C3CCC(O3)C2C1=O)c1ccc(Cl)cc1 (stereo not drawn) | -5% | -6 | 0.0 | 5.8% | 4 | -6 | 5 | 10 | 6
CCCn1c(CCC(=O)Nc2ccccc2OC)nc2cccnc21 | 2% | 4 | -0.6 | 2.8% | 1 | 0 | 7 | -14 | -2
CCCOc1nc2c(c(=O)n(C)c(=O)n2C)n1CC | 1% | -1 | 0.1 | -1.4% | 3 | 0 | -3 | . | -14
Cc1cccc(Nc2c3c(nc4ccccc24)CCC3)c1 | -7% | -15 | 0.1 | 0.6% | 11 | -13 | -1 | -16 | -12
Cc1cc(C)c2[nH]c(C(=O)Nc3ccc4c(c3)OCO4)cc2c1 | -7% | -7 | -0.4 | 4.8% | 0 | -21 | -1 | . | 3
CC(C)(C)C(=O)Nc1ccc2nc(SCc3ccccc3)sc2c1 | -12% | -1 | 0.5 | -2.0% | 3 | 0 | -1 | . | 2
CCOc1ccc(S(=O)(=O)NCc2ccc(Cl)cc2)c2cccnc12 | -16% | -4 | -1.0 | 1.6% | 0 | 14 | -4 | 20 | -5
COCCNC(=O)Cc1c(C)c2cc3c(cc2oc1=O)OC(C)(C)CC3 | 1% | -5 | 0.1 | 0.2% | 3 | -4 | 4 | 29 | 7
Cc1ccc(OCC(=O)NCCC2=CCCCC2)cc1 | ? | -4 | -0.3 | -0.1% | 14 | 3 | -2 | 4 | 7
O=C(CNC(=S)N(CCCN1CCOCC1)Cc1cccs1)NC1CC1 | 0% | 1 | 0.4 | 0.4% | 0 | -2 | -2 | 4 | 10
O=C(COC(=O)c1ccccc1)c1ccc(S(=O)(=O)N2CCCCC2)cc1 | . | -2 | 0.8 | -0.2% | 14 | 10 | 8 | -7 | 5
CC(C)N(C(=O)CSc1nnc(Cc2ccc3c(c2)OCO3)n1C)C(C)C | -14% | 9 | -3.2 | -4.5% | 3 | 21 | 2 | 11 | 9
O=C(Nc1nnc(N2CCCCCC2)s1)c1cc(-c2ccc(Br)cc2)on1 | -8% | 0 | 0.5 | 0.6% | 0 | -6 | 0 | 4 | -48*
CCOC(=O)C1CCCN(C(=O)Cc2c(C(=O)O)[nH]c3ccccc23)C1 (stereo not drawn) | -6% | -4 | 0.6 | 2.7% | 1 | -2 | 0 | 3 | 11
ClCC1CSC(=NC23CC4CC(CC(C4)C2)C3)O1 (stereo not drawn) | ? | 0 | 4.4 | -1.8% | 11 | 6 | -2 | -29 | 5
O=C(O)C1CCCCC1C(=O)Nc1ccc(Cl)cc1Cl (stereo not drawn) | -3% | -3 | 0.2 | -0.1% | 1 | -7 | 1 | 7 | -14
COc1ccccc1C(=O)Nc1ccccc1OCc1cc(=O)n2ccccc2n1 | -7% | 1 | -0.4 | 9.6% | 1 | 0 | -1 | -5 | -19
Cc1cc(C)cc(OCCOCCn2c(-c3ccc(Cl)cc3)nc3ccccc3c2=O)c1 | -5% | -2 | 0.2 | -1.4% | 5 | 4 | 0 | -5 | -2
COc1cc([N+](=O)[O-])c2ncccc2c1 | . | 4 | -1.0 | . | -1 | . | 0 | . | -11
O=C(CN1CCN(c2nc(-c3ccccc3)cs2)CC1)NNC(=O)c1ccc(Br)cc1 | -17% | 1 | -0.2 | -0.7% | -1 | 2 | 2 | -17 | -16
O=C(CN1C(=O)COc2ccccc21)NCCC1=CCCCC1 | 8% | 0 | -2.3 | 0.1% | 3 | -1 | 1 | -13 | -4
Cc1ccc(NC(=O)CSc2ccc(-c3ccc(-n4cccn4)cc3)nn2)c(C)c1 | . | -6 | -0.1 | 6.2% | 2 | -3 | 30 | -11 | -9
Cc1ccccc1COc1ccc(/C(O)=C2/C(=O)C(=O)N(CCCn3ccnc3)C2c2ccco2)cc1 (stereo not drawn) | -13% | -7 | -0.1 | 8.3% | 2 | -4 | 0 | 4 | 6
Cc1ccc(S(=O)(=O)NC2=NCCC2)cc1 | -10% | -3 | 1.1 | 0.3% | 1 | -20 | -5 | 13 | -17
CCCn1c(-c2cccs2)nc2nc3ccccc3nc21 | 323%[activator] | 2 | 1.8 | -3.3% | 0 | 8 | -10 | -11 | -2
Cc1ccc(NC(=O)COC(=O)C2C3CC4OC(=O)C2C4C3)cc1 (stereo not drawn) | 1% | -3 | 0.1 | 2.8% | 3 | -3 | 0 | -1 | 1
c1ccc2c(c1)nc(N1CCOCC1)c1nncn12 | -12% | -1 | 0.4 | 3.5% | 4 | 5 | 27 | -17 | 3
COc1ccc(N2CCC(CNC(=S)Nc3cc(C)cc(C)c3)C2)cc1 (stereo not drawn) | ? | -7 | -0.7 | -3.1% | 6 | 14 | -2 | 1 | -12
CCOC(=O)c1c(-c2ncc(C(F)(F)F)cc2Cl)noc1C | -18% | -3 | -0.5 | -0.1% | 0 | -9 | -3 | -16 | -1
CC12COC3(C(=O)Nc4ccccc4)CC1CCC32C (stereo not drawn) | ? | -2 | -0.2 | -0.4% | 1 | 0 | 0 | 1 | 1
Cc1ccc(C)c(OCCn2cc(/C=C(\C#N)C(=O)NCc3cccs3)c3ccccc32)c1 | 4% | -7 | 0.4 | 2.0% | 5 | -1 | 8 | 1 | -13
Cc1nc(N2CCN(C(=O)c3ccco3)CC2)c(C#N)c2c1CCCC2 | -4% | -7 | -0.1 | 5.0% | 10 | 10 | 21 | -10 | -1

This is a subset (hit frequency here may not be typical).
